CHRM1 agonist = human M1 muscarinic receptor agonists, primary screen, Fluo-8 calcium fluorescence, CHO-K1 cells, HTS; AID 588814, 2011; CHO-K1 hM1, agonist mode; 0% DMSO, 100% acetylcholine EC100; activation, % at 3 µM; Muscarinic acetylcholine receptor M1 (Homo sapiens), P11229; 360,000 compounds, 0.33% hits;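 active means activation above the run's mean compound activation plus 3 SD, cut at about 16% in these data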;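 further: peak over basal fluorescence ratio within a 140 s kinetic read after compound addition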
Target sequence (P11229 whole entry, looked up): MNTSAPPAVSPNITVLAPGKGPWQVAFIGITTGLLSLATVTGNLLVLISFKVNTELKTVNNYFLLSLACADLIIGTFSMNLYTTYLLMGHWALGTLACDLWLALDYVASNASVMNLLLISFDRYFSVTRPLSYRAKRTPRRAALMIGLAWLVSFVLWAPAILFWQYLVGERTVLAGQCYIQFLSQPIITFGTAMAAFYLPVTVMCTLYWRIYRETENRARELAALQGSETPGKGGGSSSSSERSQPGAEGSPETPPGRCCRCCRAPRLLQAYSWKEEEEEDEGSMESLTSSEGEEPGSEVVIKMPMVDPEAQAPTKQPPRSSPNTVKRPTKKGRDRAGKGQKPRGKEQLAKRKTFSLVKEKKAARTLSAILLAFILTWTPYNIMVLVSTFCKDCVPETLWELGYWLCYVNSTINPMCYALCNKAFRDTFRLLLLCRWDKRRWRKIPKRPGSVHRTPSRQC
M1 PAM parental = nonselective calcium activators in parental CHO-K1 cells, primary screen, counter-screen for M1 PAM project, cell-based, Fluo-8 calcium fluorescence, full deck, 1536-well; 360,000 compounds, 0.02% hits; AID 602247, 2012; ATP EC20; 0% at ATP EC20, 100% at ATP max; activation, % at 3 µM;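 active means activation above the run cutoff, the mean activation of all test compounds plus 3 SD, cut at about 40% in these data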;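 further: peak over basal fluorescence ratio in a 140 s read after ATP addition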
TAAR1 ag = human TAAR1 agonists, primary screen, Fluo-8 calcium fluorescence, CHO RD-HGA16 cells; vehicle wells 0%, saturating PEA agonist 100%; activation, % at 3 µM; 360,000 compounds, 0.99% hits; AID 624467, 2012;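 active means activation above the mean activation of all test compounds in the run plus 3 SD, cut at about 38% in these data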
Target sequence (Q96RJ0 whole entry, looked up): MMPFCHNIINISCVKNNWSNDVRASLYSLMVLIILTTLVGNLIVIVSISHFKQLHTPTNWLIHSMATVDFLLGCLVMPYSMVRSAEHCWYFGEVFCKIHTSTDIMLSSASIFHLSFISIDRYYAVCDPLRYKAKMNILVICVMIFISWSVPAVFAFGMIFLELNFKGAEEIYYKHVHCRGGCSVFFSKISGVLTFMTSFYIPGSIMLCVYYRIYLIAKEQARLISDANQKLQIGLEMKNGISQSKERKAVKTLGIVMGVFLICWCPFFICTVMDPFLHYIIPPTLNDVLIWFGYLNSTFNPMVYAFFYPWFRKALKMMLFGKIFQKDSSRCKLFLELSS
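System: CHO RD-HGA16 cells carrying human TAAR1 plus Gα16; Incubation: 17-24 h seeding, 75 min 37 °C dye, 30 min RT; Measured by: Fluo-8 fluorescence, 5 s baseline then 140 s kinetic read; Control set: DMSO and PEA EC100; Replication: single well for each compound.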
CHO parental Ca = ATP-evoked calcium signal inhibitors, parental CHO, primary screen, counter-screen for OX1R antagonist project, cell-based, fluorescence, Fluo-8 calcium dye; inhibition, % at 5.6 µM; 330,000 compounds, 0.63% hits; AID 463079, 2010; parental CHO-K1, ATP-induced calcium, Fluo-8 fluorescence;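 active means inhibition above that plate's mean sample inhibition plus 3 SD, cut at about 26% in these data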;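 further: 0% = ATP-challenged DMSO wells and 100% = DMSO wells without ATP; some compounds past the cut are filed as inactive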
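Material: parental CHO cells / Compound: single nominal dose of 5.6 µM per compound / Signal: Fluo-8 fluorescence / Replicates: singlicate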
M1 ag parental = counter-screen for M1 agonists: effect in parental CHO-K1 cells; AID 602248, 2012; 360,000 compounds, 0.48% hits; activation, % at 3 µM; Fluo-8 calcium fluorescence; scaled to maximal ATP response, vehicle zero; in the data active means activation above about 15%;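 further: untransfected CHO-K1 host cells lacking M1 receptor as counterscreen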
V1aR counter = agonists of human V1a receptor, primary screen, counter-screen for OXTR agonist project, fluorescence, CHO-V1R cells; activation, % at 3 µM; AID 2797, 2010; Vasopressin V1a receptor (Homo sapiens), P37288; 320,000 compounds, 0.25% hits; Fluo-8 calcium fluorescence, agonist mode; 0% DMSO, 100% 3 nM vasopressin;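 active means activation above the mean activation of all tested compounds plus 3 SD, per screening run, cut at about 20% in these data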;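 further: signal is peak over basal fluorescence ratio across a 100 second FLIPR read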
OXTR potentiator = human OXTR potentiators, primary screen, fluorescence, CHO-OTR cells, Fluo-8 calcium | Oxytocin receptor (Homo sapiens), P30559 | Fluo-8 calcium fluorescence, potentiator mode; 0% = oxytocin EC15, 100% = EC100 | activation, % at 3 µM | 320,000 compounds, 0.061% hits | AID 2445, 2010;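 active means activation above that plate's cutoff, the mean activation of tested compounds plus 3 SD, cut at about 6.6% in these data, passing the limit was not always enough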;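 further: 100% uses oxytocin at 75 nM as the full agonist control; some results filed as inactive read as strong as hits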
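Dosing: Single dose, 3.0 µM nominal final compound concentration | Material: Human OTR in CHO cells | Technique: Kinetic Fluo-8 calcium fluorescence | Benchmarks: EC15 oxytocin alone as 0%, 75 nM oxytocin as 100% | Probe or stimulus: Oxytocin at about EC15, sub-maximal agonist stimulus | Incubation: Compound 6 min at room temperature before oxytocin, 100 s read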
TAAR1 antag = human TAAR1 antagonists, primary screen, Fluo-8 calcium fluorescence, CHO RD-HGA16 cells; inhibition, % at 3 µM; antagonist; Trace amine-associated receptor 1 (Homo sapiens), Q96RJ0; 360,000 compounds, 1.5% hits; AID 624466, 2012;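 active means inhibition above a per-plate cutoff, the mean inhibition of test compounds on that plate plus 3 SD, cut at about 49% in these data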;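 further: 0% = DMSO plus EC80 beta-PEA response and 100% = DMSO alone without agonist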
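System: CHO RD-HGA16 cells bearing hTAAR1. Reagent: EC80 β-phenethylamine stimulus. Schedule: seeding 17-24 h prior, 75-min 37 °C, 30-min RT dye loading. Signal: Fluo-8 intracellular calcium dye fluorescence, real-time kinetic reads. Read-out: % inhibition from peak post-agonist over basal fluorescence ratio. Benchmarks: vehicle wells and EC80 agonist wells. Replicates: n of 1.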
CHO-K1 Ca antag = M1 antagonist counterscreen hit in parental CHO-K1 cells; inhibition, % at 3 µM; ATP-induced calcium, Fluo-8 fluorescence; 360,000 compounds, 0.6% hits;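 active means inhibition above a per-plate cutoff, the plate's mean sample inhibition plus 3 SD, cut at about 24% in these data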;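 further: 0% = DMSO plus EC80 ATP and 100% = DMSO alone without ATP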
* = called active by the depositor; . = not tested or not shown.

Structure	CHRM1 agonist	M1 PAM parental	TAAR1 ag	CHO parental Ca	M1 ag parental	V1aR counter	OXTR potentiator	TAAR1 antag	CHO-K1 Ca antag
CCc1ccc(NC(=O)C2CC(=O)N(C(C)C)C2)cc1 (stereo unspecified)	-2	25	15	-13	1.0	0.1	-19	1	-15
COc1ccccc1OCC(=O)Nc1ccc(S(=O)(=O)Nc2nc(C)cc(C)n2)cc1	-8	8	12	-6	1.7	-0.3	-10	-1	-27
Cn1ncc(Cl)c1C(=O)N1CCN(S(=O)(=O)c2ccc(Cl)s2)CC1	-2	10	2	-8	2.1	-0.4	-3	7	-3
COc1ccc2c(c1)c(C(=O)N/N=C/c1ccc(Br)cc1)c(C)n2C	9	15	14	-20	2.6	7.6	-7	-3	3
Cc1nnc2c3ccccc3c(-c3ccc(O)cc3)nn12	0	17	2	-7	1.3	2.7	-6	-1	-13
COc1ccc(Nc2nc(N)nc(CSc3nccn3C)n2)cc1	-7	0	8	-8	0.0	0.6	-8	2	15
O=C(Nc1nnc(CCc2ccccc2)s1)c1ccc(F)cc1	-1	17	2	-6	-0.3	0.5	-2	-2	-6
CC(=O)c1cn(CCOc2cc(C)ccc2C)c2ccccc12	2	5	3	33*	4.8	9.1	-16	27	14
CC(=O)Nc1nc(-c2ccccc2)nc(-c2ccccc2OC(C)=O)n1	-1	13	4	-21	1.6	-1.1	-1	2	-11
Cc1[nH][nH]c(=O)c1C(c1ccc(N(C)C)c(Br)c1)c1c(C)[nH][nH]c1=O	-3	0	0	-5	0.1	9.9	-5	-4	7
COc1ccc(Cl)c(OC)c1C(=O)NC(=O)Nc1c(F)cc(F)cc1F	-7	14	3	2	0.0	-1.6	-2	-22	-11
COc1ccccc1NC(=O)CCC(=O)Nc1cc(OC)c(NC(=O)c2cccs2)cc1OC	-1	24	7	-21	3.9	11	0	18	-15

Record cards, from the list above. Values in the order: CHRM1 agonist | M1 PAM parental | TAAR1 ag | CHO parental Ca | M1 ag parental | V1aR counter | OXTR potentiator | TAAR1 antag | CHO-K1 Ca antag
Record of Cc1[nH][nH]c(=O)c1C(c1ccc(N(C)C)c(Br)c1)c1c(C)[nH][nH]c1=O : -3 | 0 | 0 | -5 | 0.1 | 9.9 | -5 | -4 | 7
Record of CC(=O)Nc1nc(-c2ccccc2)nc(-c2ccccc2OC(C)=O)n1 : -1 | 13 | 4 | -21 | 1.6 | -1.1 | -1 | 2 | -11
Record of COc1ccc2c(c1)c(C(=O)N/N=C/c1ccc(Br)cc1)c(C)n2C : 9 | 15 | 14 | -20 | 2.6 | 7.6 | -7 | -3 | 3
Record of COc1ccc(Cl)c(OC)c1C(=O)NC(=O)Nc1c(F)cc(F)cc1F : -7 | 14 | 3 | 2 | 0.0 | -1.6 | -2 | -22 | -11

Other records follow:
Structure	CHRM1 agonist	M1 PAM parental	TAAR1 ag	CHO parental Ca	M1 ag parental	V1aR counter	OXTR potentiator	TAAR1 antag	CHO-K1 Ca antag
CC(C)OC(=O)Cn1nc(C(F)(F)F)c2c1CCCC2	-7	-7	3	-3	-0.3	-0.1	-7	20	-1
COc1ccnc(Oc2ccccc2)c1C(=O)N/C=N/OCc1ccccc1	4	17	17	-22	4.7	7.5	0	32	-5
Cc1cc(C(=O)CSc2nnnn2-c2ccccc2)c(C)n1CCc1ccccc1	-1	17	58*	-13	0.3	0.1	-2	-3	-4
O=C(NCc1cccnc1)c1ccc2sc([C@@H]3O[C@H](CO)[C@H](O)[C@H](O)[C@H]3O)nc2c1	0	9	2	.	0.1	.	.	-8	2
O=C(Nc1ccccc1Cl)N1C2CCC1CC(O)(c1cccnc1)C2 (stereo unspecified)	-3	23	-1	-6	0.3	-0.7	-4	5	-19
CC(C)n1c(NCCO)nc2ccccc21	-7	5	1	4	0.1	-0.7	-14	-2	-11
CCC1(CC)CNC(=O)NC1=O	1	2	0	.	-0.1	.	.	4	-10
N#CNC(=Nc1ccccc1)SCc1ccc(C(=O)O)cc1	-1	-10	3	-11	-0.1	0.0	-6	-10	13
Cc1ccc(C(=O)/C=C/Nc2ccc(S(=O)(=O)Nc3cc(C)nc(C)n3)cc2)cc1	-4	3	2	-12	0.6	1.0	-4	3	-3
C[C@H](c1ccccc1)N1C[C@@H](COCc2ccccc2)Oc2cc(N3CCC[C@H]3CO)ccc2S1(=O)=O	.	3	1	.	7.6	.	.	-2	1
CC(C(=O)N1CCOCC1)c1ccccc1 (stereo unspecified)	2	-18	14	-4	0.3	0.6	0	23	1
O=C(Nc1ccc(Br)cc1)c1cnccn1	-1	-9	3	-6	1.2	1.3	-6	5	-9

Going on with the list.
Structure	CHRM1 agonist	M1 PAM parental	TAAR1 ag	CHO parental Ca	M1 ag parental	V1aR counter	OXTR potentiator	TAAR1 antag	CHO-K1 Ca antag
O=C(Cn1ccc2ccccc2c1=O)N1CCN(c2cccc(Cl)c2)CC1	-2	5	2	-1	1.7	1.6	-12	-11	-5
O=C(NS(=O)(=O)NC1CCCCC1)C1=C(N2CCCC2)COC1=O	-4	-1	1	5	0.2	0.8	3	2	-12
CC(C)NC(=S)Nc1ccc2[nH]c(=O)[nH]c2c1	-1	15	0	-1	0.7	0.6	-6	-13	-6
COc1ccc([C@H]2CC(=O)C=C(c3ccccc3C(F)(F)F)C2)cc1	-4	-2	12	-20	0.0	1.4	-3	32	-8
Cc1occc1C(=O)NNC(=O)Nc1ccc(Cl)c(Cl)c1	-4	10	12	-16	0.6	2.5	-2	-2	-11
COc1ccc(C(CC(=O)NCc2ccccc2)Sc2n[nH]c(-c3ccc(Cl)cc3)n2)cc1 (stereo unspecified)	-4	4	6	-10	-0.7	0.1	-2	-5	5
CC(C)C(=O)NC(NC1CCS(=O)(=O)C1)C(Cl)(Cl)Cl (stereo unspecified)	-3	-1	0	-7	4.9	0.0	-2	-11	-8
COc1ccc(Oc2c(Cl)cnn(-c3ccc(F)cc3)c2=O)cc1	-5	22	1	-23	0.1	-0.4	-7	13	-19
C=CCn1c(SCc2ccc(C#N)cc2)nnc1-c1ccccc1	-1	-6	6	-16	0.8	0.6	-7	11	-11
COc1ccc(F)c(CN2CCC(n3nccc3NC(=O)CCCc3ccccc3)CC2)c1	-3	-10	5	-26	2.4	-0.1	-12	9	-11
Oc1c(Cl)cc(Cl)cc1/C=N/c1nccs1	-2	15	9	13	0.5	0.0	1	-13	1
CCCc1cc(C(=O)OC)c(NC(=O)CCC(=O)O)s1	-1	-7	9	5	-0.5	0.8	-2	-10	9

Going on with the list:
Value order – CHRM1 agonist	M1 PAM parental	TAAR1 ag	CHO parental Ca	M1 ag parental	V1aR counter	OXTR potentiator	TAAR1 antag	CHO-K1 Ca antag
> CC(NC(=O)c1cccnc1)C(=O)O (stereo unspecified)
    -7	26	4	2	1.2	0.2	-17	5	-10
> COc1ccc(NC(=O)c2cc3cc(OC)ccc3oc2=N)cc1
    -2	-5	0	-9	0.3	0.9	-8	5	4
> CC(C)c1ccc2c(c1)C(=O)NC(C)(C)C2
    -15	17	-3	-16	-0.5	-1.1	-2	-6	-8
> COc1ccc(N2CCN(C(=O)CSc3nc4c(c(=O)n(C)c(=O)n4C)n3C(C)C)CC2)cc1
    -9	-11	11	-25	0.1	-0.1	0	-3	7
> O=C(COC(=O)c1n[nH]c(=O)c2ccccc12)Nc1cccc(S(=O)(=O)N2CCOCC2)c1
    -5	10	15	.	0.3	.	.	-19	-13
> O=c1c2c(c(-c3ccccc3)nn1Cc1ccccc1)CCCC2
    -9	3	20	-10	-1.6	-1.5	-7	-10	-12
> COC(=O)c1ncn(C2OC(COC(C)=O)C(OC(C)=O)C2OC(C)=O)n1 (stereo unspecified)
    -3	-8	0	-7	-0.5	-0.2	-5	8	13
> OC(CN1CCN(c2ccccc2Cl)CC1)c1ccccc1 (stereo unspecified)
    -9	9	22	-21	1.0	2.4	-6	-3	-15
> O=S1(=O)CC(N2CCCC2)CN1C1CCCCC1 (stereo unspecified)
    -11	-6	4	.	0.0	.	.	-12	19
> CCc1nc2ccc(C(=O)Nc3cccc(NS(C)(=O)=O)c3)cn2c1N(C)C(=O)Cc1ccccc1
    -3	-18	1	.	0.3	.	.	-9	12

Following part
Value order – CHRM1 agonist	M1 PAM parental	TAAR1 ag	CHO parental Ca	M1 ag parental	V1aR counter	OXTR potentiator	TAAR1 antag	CHO-K1 Ca antag
> O=C(NCCNC(=O)c1ccccc1[N+](=O)[O-])c1ccccc1[N+](=O)[O-]
    -1	5	0	-3	0.2	1.1	-2	-11	-6
> CC(C)c1ccc([C@@H]2O[C@H](CCc3ccccc3)Cc3[nH][nH]c(=O)c32)cc1
    .	-3	2	.	0.0	.	.	-5	-3
> O=C(O)CC(C(=O)OCC1CCCO1)N1CCOCC1 (stereo unspecified)
    -1	5	11	2	2.6	1.2	-3	17	2
> O=C(O)CSCc1c(F)cccc1Cl
    -3	16	8	-16	0.6	0.6	-5	8	-9
> C[n+]1cnn2c1SCC1(COC1)C2
    -2	10	2	-4	0.5	1.2	-9	2	-17
> C#CCOc1ccc(C2C3=C(COC3=O)Nc3cc4c(cc32)OCO4)cc1OC (stereo unspecified)
    -8	9	3	.	-0.3	.	.	-4	-14
> Cc1c(Br)cccc1NC(=O)C1(C)CCN1C(C)C (stereo unspecified)
    -4	14	-1	.	0.2	.	.	-3	-10
> CC12CN3CCN(CC(C3)/C1=N\NC(=O)Nc1cccc(Cl)c1)C2
    -8	0	3	-1	-0.2	0.3	-2	-13	2
> COc1ccccc1C(=O)NCC(=O)NC1CCCc2ccccc21 (stereo unspecified)
    -4	11	2	5	0.7	0.7	1	-4	-15
> c1csc(C2CCCN2c2nc3nonc3nc2NC2CC2)n1 (stereo unspecified)
    -7	-3	9	-14	2.5	-0.6	-5	-4	7

High-throughput results from PubChem BioAssay.
